F508del corr: F508del CFTR correction, initial screen, CFBE line, single point; CFBE cells, YFP halide quenching; stimulated with forskolin plus potentiator P3; % fluorescence drop versus neutral controls; activity (quench increase), % at 7.58 µM; 0.36% of 350,000 active;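 active = mean added fluorescence quench of at least 8% versus neutral control, with both replicates also reaching 8%; inconclusive = only one of the mean or replicate conditions met; inactive = mean below 8% and not both replicates reaching 8%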;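 also: cells transiently co-express mutant CFTR-F508del with the halide-sensitive YFP; corrector assay measuring rescue of mutant channel to the surface after 24 h compound exposure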
miR-122 sensor: miR-122 Renilla sensor signal increase in Huh7, primary screen, miR-122 inhibitor project, cell-based, single point, plate reader | Huh7 miR-122 Renilla luciferase sensor, 48 h; neutral wells = 0, positive control = 100 | activation (reporter increase), % at 12.5 µM | 0.3% of 340,000 active | AID 602342, 2012;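 active = mean replicate activation score at least 90 and every replicate individually at or above 90; inconclusive = only one of the two criteria met; inactive = neither criterion met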;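 also: higher luciferase means less miR-122 activity so hits act as miR-122 inhibitors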
EWS-Fli block: EWS/Fli-driven NR0B1 reporter inhibitors, primary screen, A673 cells, NR0B1 luciferase, luminescence, MLPCN library. inhibition, % at 12.6 µM. 0.67% of 350,000 active. viability-normalised;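 active = mean inhibition of at least 50% after viability correction, with every replicate also passing that limit; inconclusive = mean reaches 50% but only one of two replicates passes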;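 also: firefly luciferase signal divided by Alamar Blue viability fluorescence both relative to DMSO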
FN deposit inh: inhibitors of fibronectin matrix deposition, primary screen, AH1F cells, Alexa488-fibronectin fluorescence, plate reader. AH1F fibroblasts, overnight. inhibition, % at 12.6 µM. 0.086% of 350,000 active;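 active = mean inhibition across replicates of 30% or more, regardless of how many single replicates reach that level; inconclusive = mean under 30% yet at least half of replicates reach 30%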;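 also: positive control wells lacked labelled fibronectin entirely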
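Material – AH1F fibroblast monolayer, labelled fibronectin deposition · Reagent – labelled fibronectin 24 nM · Timing – 1 h adhesion, overnight exposure · Measured by – fluorescence at 485 nm excitation, 525 nm emission · Read-out – inhibition of fibronectin deposition signal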
PAX8 inh HTS: inhibitors of PAX8-driven TPO luciferase reporter, primary screen, RMG-I cells, single concentration. SteadyGlo, 24 h. inhibition, % at 12.6 µM. 1.2% of 360,000 active;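 active = mean replicate inhibition at least 60% with every replicate also reaching 60%; inconclusive = only one of the two criteria is met; inactive = mean below 60% and not all replicates reaching 60%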;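 also: luciferase light reporting Pax8 driven TPO promoter activity; plate controls were median of neutral control wells for no effect and mitoxantrone controls for full effect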
DENV2 CPE rescue: inhibitors of DENV2 cytopathic effect, primary screen, cell-based, plate reader, single concentration. DENV2-infected cells, cytopathic effect rescue. CPE inhibition, % at 9.99 µM. 1.7% of 350,000 active. AID 651640, 2012; in the data active = CPE inhibition above about 20%, passing the limit was not always enough; inconclusive = no clear call, values can overlap the other calls; tested in BHK-21 cells;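 also: 0% = median of neutral control wells and 100% = median of positive control wells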
INS-1E GSIS act: GLuc luminescence reporter in INS-1E cells, primary screen for activators of glucose-dependent secretion of insulin | activation, % at 16.6 µM | INS-1E GLuc reporter insulin secretion, 2-3 h | 0.61% of 370,000 active;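 active = lowest replicate activation of at least 40%, so every replicate reaches that level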;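 also: 0% = median of neutral control wells and 100% = median of IBMX positive control wells; some compounds called inactive have numbers as strong as hits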
Numbers without * were called inactive; ? = inconclusive; · = no result given; [ ] = another dose, or the depositor's remark. Compounds as they come; 3.9% or so of the library scored in one or more.

SMILES | F508del corr | miR-122 sensor | EWS-Fli block | FN deposit inh | PAX8 inh HTS | DENV2 CPE rescue | INS-1E GSIS act
CN(CCC1CCCCO1)Cc1cn(C)nc1-c1ccc2c(c1)OCCO2 (stereo not drawn) | -2.6 | · | -8 | -6 | 8 | 5 | -12
CCc1ccc(C(=O)NNC(=O)OC)cc1 | 0.1 | · | 7 | 5 | -17 | -6 | -4
Cc1[nH]c2ccccc2c1/C=N/NC(=O)c1cc(C(C)(C)C)[nH]n1 | -1.8 | -1 | -31 | 4 | -10 | 57* | ·
CCOC(=O)c1cc2c(=O)n3ccccc3nc2n(CC(C)C)c1=NC(=O)c1c(-c2c(F)cccc2Cl)noc1C | · | · | · | -7 | -1 | · | -27
O=C(O)c1cc(-c2ccccc2)n(-c2ccc(Cl)cc2)n1 | 2.7 | · | -4 | -1 | -13 | -7 | -21
CCOC(=O)N1CCN(c2cc(C)c([N+](=O)[O-])cc2F)CC1 | 0.7 | -3 | -6 | -4 | -17 | 1 | -7
Cc1ccc(C(=O)CN2C(=O)NC3(CCCCC3C)C2=O)s1 (stereo not drawn) | -0.8 | · | -7 | -6 | -3 | 1 | ·
C=CCN1C(=O)/C(=C\c2ccc(Oc3nc(N4CCOCC4)nc(N4CCOCC4)n3)c(OC)c2)SC1=S | -2.0 | -2 | 17 | 15 | -10 | -2 | -2
CCCNC(=O)C[C@H]1C[C@H]2c3cc(NC(=O)Nc4ccc(OC)cc4)ccc3O[C@H]2[C@@H](CO)O1 | -2.4 | 9[16.7 µM] | -6 | -12 | -6 | 1 | 13
S=C(Nc1ccccc1Oc1ccccc1)NC1CCCC1 | -0.3 | 70 | 11 | 6 | -5 | -6 | -24
COCC(=O)N(C)C[C@H]1Oc2cc(C#CC(C)C)ccc2S(=O)(=O)N([C@H](C)CO)C[C@H]1C | 1.0 | -17[16.7 µM] | -4 | · | -12 | 2 | 8
CC(C)=CC(=O)N1CCCC(N2CCN(c3ccccc3C)CC2)C1 (stereo not drawn) | 3.8 | 2 | 2 | -6 | 0 | 2 | -2
S=C(Nc1ccccc1)NC1CCN(Cc2ccccc2)CC1 | -0.4 | · | 5 | 1 | -44 | 0 | -13
C[C@@H]1CCCCO[C@H](CN(C)C(=O)Nc2ccc3c(c2)OCO3)[C@@H](C)CN([C@H](C)CO)C(=O)c2cc(NS(=O)(=O)c3cn(C)cn3)ccc2O1 | 3.1 | 36[16.7 µM] | -3 | · | -9 | -2 | 4
CC(=O)NC1(C(F)(F)F)NC(=O)N(CCc2ccccc2)C1=O (stereo not drawn) | -1.5 | -6 | 7 | -2 | 22 | 16 | -3
Cc1nonc1CC(=O)N1CCCC(C(=O)c2ccc(Cl)cc2)C1 (stereo not drawn) | -0.7 | 0 | 2 | 3 | 9 | -2 | -2
CO[C@@H]1CN(C)C(=O)c2cc(NC(=O)Cc3ccccc3)ccc2OC[C@@H](C)N(C)C[C@@H]1C | · | 1[16.7 µM] | -9 | · | -21 | 1 | -5
c1nc(N2CCN(Cc3ccc4c(c3)OCO4)CC2)c2[nH]cnc2n1 | -1.5 | -1 | 2 | -4 | -16 | 2 | -1
O=[N+]([O-])c1ccc(NC(=S)NCc2ccc(F)cc2)cc1 | -4.4 | -1 | 8 | 11 | -10 | 1 | -18
O=C(c1ccc(F)cc1F)N1CCC(N2CCC(C(=O)N3CCOCC3)CC2)CC1 | 1.6 | -8 | -1 | -1 | -9 | -6 | ·
CCCn1c(C2CCCN2c2nc(-c3cccc(Br)c3)cs2)nc2cc(Cl)c(Cl)cc21 (stereo not drawn) | 3.4 | 2 | 4 | -24 | 19 | · | ·
Cc1ccccc1NC(=S)N(Cc1ccccn1)Cc1ccccc1Cl | 4.4 | · | 11 | · | -4 | 2 | -6
O=C(COc1c(Cl)cccc1Cl)Nc1ccccc1N1CCCC1 | -2.9 | · | -10 | -7 | 17 | -7 | 12
Cc1ccc(C)c(OCCn2cc(/C=C(\C#N)C(=O)NCc3ccco3)c3ccccc32)c1 | · | · | 14 | 4 | 11 | 0 | -6
O=C(COC(=O)c1ccc(S(=O)(=O)C(F)F)cc1)Nc1cccnc1Cl | -0.8 | · | 1 | 2 | 1 | 3 | 1
Cc1noc(C)c1S(=O)(=O)N(C)C[C@@H]1Oc2ccc(NC(=O)C3CCCCC3)cc2CC(=O)N([C@@H](C)CO)C[C@@H]1C | -1.5 | -1[16.7 µM] | 16 | · | · | 2 | -4
COc1ccccc1NC(=O)COC(=O)c1ccc2c(c1)OCCO2 | 6.7 | -7 | 0 | 2 | -26 | 3 | 4
COc1ccc(C(=O)N2CCOCC2)cc1S(=O)(=O)N1CCCc2ccccc21 | -1.7 | · | 3 | · | 6 | 3 | 5
O=C(CN1C(=O)C2CCCCC2C1=O)Nc1cc(C(F)(F)F)ccc1N1CCCC1 (stereo not drawn) | -0.3 | 3 | 0 | 3 | 5 | -4 | -11
O=C(Nc1ccccc1)c1nc[nH]c1C(=O)N1CCN(c2ccccc2)CC1 | -0.7 | -5 | 3 | 3 | 6 | 4 | 4
CCNc1nc(NCC)nc(N/N=C(\C)c2ccc(OC)cc2)n1 | -1.2 | · | -1 | · | -15 | 2 | 4
Cc1ccc(/C=N/NC(=O)c2cccc(S(=O)(=O)N3CCOCC3)c2)o1 | 3.9 | -9 | -4 | -4 | 0 | · | 12
Cc1cccn2cc(-c3cc4ccccc4oc3=O)nc12 | -1.4 | 3 | 5 | 6 | -92 | 5 | -31
O=C(CSc1nc2ncc(Cl)cc2[nH]1)c1ccc2c(c1)OCO2 | 0.3 | 1 | -5 | -4 | 2 | -7 | 1
C=CCNC(=O)CSc1ccc(Cl)cc1 | · | -5 | · | -7 | -21 | · | ·
COCc1ccc(C(=O)NC2CCSc3ccccc32)cc1 (stereo not drawn) | 0.1 | -2 | -19 | 1 | -20 | 5 | 76*
CCc1nnc(NC(=O)c2ccc3nc(CC)c(CC)nc3c2)s1 | 0.5 | · | -17 | -2 | -2 | -5 | -5
CCN(CC)S(=O)(=O)c1ccc(-c2nnc3sc4cccc(C)c4n23)cc1 | 1.1 | -8 | 15 | -13 | 51 | ? | -5
O=C(NCCN1CCOCC1)c1cc(Cl)ccc1[N+](=O)[O-] | · | · | · | -2 | 1 | · | 12
Cc1ccc(N2CC(C(=O)Nc3ccc(S(=O)(=O)N4CCOCC4)cc3)CC2=O)cc1Cl (stereo not drawn) | 2.9 | 4 | 15 | -5 | -28 | -8 | -7
CCNC(=O)C1CCCN(C(=O)c2ccccc2OC(F)(F)F)CC1 (stereo not drawn) | -0.5 | · | -2 | 5 | 1 | 7 | -3
COC(=O)[C@@]1(Cc2ccccc2)[C@H]2C(=O)N(C)C(=O)[C@H]2[C@H]2CN(C)C(=NCc3ccccc3)N21 | -0.1 | -2 | -9 | 6 | -2 | ? | -8
Nc1[nH]ncc1C(=O)Nc1cccc(C(F)(F)F)c1 | · | 1 | · | 4 | -17 | · | ·
O=C(COc1coc(CN2CCN(c3ccccc3F)CC2)cc1=O)NCC1CCCO1 (stereo not drawn) | -6.4 | -5 | 2 | -4 | 4 | 1 | -2
CCc1ccc(N2CC(C(=O)Nc3ccc(C)c(S(=O)(=O)N4CCOCC4)c3)CC2=O)cc1 (stereo not drawn) | · | -16 | · | 1 | -2 | · | ·
Nc1nc(N)nc(-c2ccccc2)n1 | 1.5 | -4 | -10 | 7 | -21 | · | 11
CCNC(=S)Nc1ccc(OC(F)(F)F)cc1 | -1.4 | 6 | -2 | 0 | -16 | 3 | -20
COc1ccc(C)cc1NC(=O)CSc1nnnn1C1CCCC1 | -1.6 | · | 12 | 5 | -12 | -5 | 2
O=C(C[C@@H]1CC[C@@H](NC(=O)Cc2cccnc2)[C@H](CO)O1)NCc1ccc2c(c1)OCO2 | -4.7 | 0[16.7 µM] | 0 | 1 | -9 | -2 | 7
COc1cc(NC(C)=O)ccc1-c1cc2ccccc2oc1=O | 0.3 | · | 3 | 3 | 23 | 8 | -3
O=C(C1CCCCC1)N1[C@@H](CO)[C@@H]2c3ccccc3N(S(=O)(=O)c3ccccc3)C[C@@H]21 | 1.6 | -17[16.7 µM] | 6 | 2 | -5 | 10 | -13
COc1cc(OC)c(-c2nc3cnccc3n2C)cc1OC | · | ? | · | -3 | · | · | 29
Cc1cc(C)cc(OC(=O)CN2C(=O)c3ccccc3C2=O)c1 | 0.8 | -2 | 9 | 2 | 9 | 8 | 5
O=C(C1CCCCC1)N1[C@H](CO)[C@@H]2c3ccccc3NC[C@@H]21 | 1.1 | -7[16.7 µM] | -3 | 9 | 7 | 11 | 5
C=CCSc1nnc(CNC(=O)c2ccccc2C)n1C(C)C | 0.6 | · | 2 | -14 | 3 | 1 | 5
O=C(Nc1ccc(N2CCN(C(=O)c3ccco3)CC2)cc1)c1ccco1 | 0.3 | -8 | -8 | 2 | -1 | 7 | 7
CCN(C[C@@H]1[C@@H](c2ccccc2)[C@H](CO)N1C(C)=O)C(=O)NC1CCCC1 | 1.0 | 75[16.7 µM] | -5 | -4 | 1 | -5 | -1
C[C@H]1CN([C@@H](C)CO)C(=O)c2cc(NC(=O)Nc3cccc4ccccc34)ccc2O[C@@H]1CN(C)S(=O)(=O)c1ccc(F)cc1 | 0.6 | -2[16.7 µM] | 0 | · | 10 | · | -2
COc1ccc(-n2nc(C(=O)NCC(=O)N3CCOCC3)c3ccccc3c2=O)cc1Cl | 0.6 | -3 | -16 | 1 | 25 | -7 | 38
Nc1nc(Cl)cc(-c2ccccc2)n1 | 1.6 | 0 | -6 | 3 | 5 | 3 | 4
CN(C)CC#Cc1ccc([C@H]2[C@H]3CN(CC4CCOCC4)CCCCN3[C@H]2CO)cc1 | 2.8 | 2[16.7 µM] | -12 | · | 19 | -9 | 3

9 structures already listed, ordered by length of the SMILES, high to low:
SMILES | F508del corr | miR-122 sensor | EWS-Fli block | FN deposit inh | PAX8 inh HTS | DENV2 CPE rescue | INS-1E GSIS act
O=C(C1CCCCC1)N1[C@@H](CO)[C@@H]2c3ccccc3N(S(=O)(=O)c3ccccc3)C[C@@H]21 | 1.6 | -17[16.7 µM] | 6 | 2 | -5 | 10 | -13
O=C(C[C@@H]1CC[C@@H](NC(=O)Cc2cccnc2)[C@H](CO)O1)NCc1ccc2c(c1)OCO2 | -4.7 | 0[16.7 µM] | 0 | 1 | -9 | -2 | 7
COc1ccc(-n2nc(C(=O)NCC(=O)N3CCOCC3)c3ccccc3c2=O)cc1Cl | 0.6 | -3 | -16 | 1 | 25 | -7 | 38
O=C(C1CCCCC1)N1[C@H](CO)[C@@H]2c3ccccc3NC[C@@H]21 | 1.1 | -7[16.7 µM] | -3 | 9 | 7 | 11 | 5
Cc1cc(C)cc(OC(=O)CN2C(=O)c3ccccc3C2=O)c1 | 0.8 | -2 | 9 | 2 | 9 | 8 | 5
COc1cc(NC(C)=O)ccc1-c1cc2ccccc2oc1=O | 0.3 | · | 3 | 3 | 23 | 8 | -3
COc1cc(OC)c(-c2nc3cnccc3n2C)cc1OC | · | ? | · | -3 | · | · | 29
CCNC(=S)Nc1ccc(OC(F)(F)F)cc1 | -1.4 | 6 | -2 | 0 | -16 | 3 | -20
Nc1nc(Cl)cc(-c2ccccc2)n1 | 1.6 | 0 | -6 | 3 | 5 | 3 | 4

Screening data from PubChem BioAssay.
